Source: PubChem BioAssay (several laboratories)
STK33 inh: human STK33 kinase inhibition; Q9BYT3; purified STK33, MBP phosphorylation, ADP-Glo luminescence; inhibition, % at 10 µM; hit rate 0.073% among 320,000; AID 2661;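 active = inhibition at or above 25%, using the most active replicate where run in duplicate; inactive = inhibition below 25%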
Target sequence (Q9BYT3 whole entry, looked up): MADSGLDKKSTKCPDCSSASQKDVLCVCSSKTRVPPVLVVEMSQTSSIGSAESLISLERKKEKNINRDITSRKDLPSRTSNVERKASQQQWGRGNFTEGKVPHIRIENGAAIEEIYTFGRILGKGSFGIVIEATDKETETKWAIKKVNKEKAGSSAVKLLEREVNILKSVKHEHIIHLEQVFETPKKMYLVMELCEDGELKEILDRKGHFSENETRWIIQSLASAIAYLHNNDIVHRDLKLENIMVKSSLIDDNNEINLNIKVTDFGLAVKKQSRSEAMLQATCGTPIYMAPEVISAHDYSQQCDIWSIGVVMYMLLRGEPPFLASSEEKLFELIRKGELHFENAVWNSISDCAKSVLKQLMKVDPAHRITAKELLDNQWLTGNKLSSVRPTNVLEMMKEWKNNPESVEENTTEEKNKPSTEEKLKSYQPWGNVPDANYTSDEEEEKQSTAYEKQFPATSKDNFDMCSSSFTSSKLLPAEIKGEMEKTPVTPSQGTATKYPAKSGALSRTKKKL
OX1R antag-1: human HCRTR1 antagonism; O43613; CHO/OX1R cells, Fluo-8 calcium fluorescence, orexin A; inhibition, % at 5 µM; hit rate 0.43% among 330,000; AID 434989;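 active = inhibition above its plate's threshold, mean inhibition of all tested compounds on the plate plus 3 SD, cut at about 37% in these data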;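 note: 0% = orexin A challenge wells and 100% = SB-334867-A antagonist wells; not every result past the cut was called active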
Target sequence (O43613 whole entry, looked up): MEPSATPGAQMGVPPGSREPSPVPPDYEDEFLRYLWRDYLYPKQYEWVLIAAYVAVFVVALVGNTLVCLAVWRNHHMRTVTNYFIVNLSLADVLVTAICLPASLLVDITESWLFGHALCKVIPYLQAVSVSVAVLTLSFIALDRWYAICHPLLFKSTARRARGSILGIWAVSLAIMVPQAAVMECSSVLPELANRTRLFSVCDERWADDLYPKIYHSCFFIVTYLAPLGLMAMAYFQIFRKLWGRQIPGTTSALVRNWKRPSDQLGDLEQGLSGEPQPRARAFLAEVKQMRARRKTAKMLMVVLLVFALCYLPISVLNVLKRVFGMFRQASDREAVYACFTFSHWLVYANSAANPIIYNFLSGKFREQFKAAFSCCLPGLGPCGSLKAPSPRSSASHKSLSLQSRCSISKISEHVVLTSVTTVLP
OX1R antag-2: OX1R (human) antagonism. hit rate 1.8% among 330,000. OX1R-expressing cells, FRET antagonist read-out. AID 485270. O43613. inhibition, % at 6.6 µM; in the data active = inhibition mostly above about 38%, no sharp cut-off; inactive = mostly below about 40%;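 note: 0% = agonist challenge alone and 100% = reference antagonist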
Numbers without * were called inactive; nt = no result given.

Molecule,STK33 inh,OX1R antag-1,OX1R antag-2
COc1cccc(CNC(=O)Cc2nc3nc(C)cc(C)n3n2)c1,-1.6,-2,4
O=[N+]([O-])c1ccc(N2CCN(c3ccc(Cl)nn3)CC2)cc1NC1CC1,-0.5,-26,8
COc1ccc(C(=O)Nc2ccccc2C(=O)N/N=C/c2ccco2)cc1,4.3,-23,24
CCCCNC(=O)c1ccc2nc(-c3ccco3)c(-c3ccco3)nc2c1,-4.0,7,26
O=C(CSc1ccc([N+](=O)[O-])cn1)Nc1ccccc1N1CCOCC1,-2.6,-18,32
COc1ccc(CNC(C)C23CC4CC(CC(C4)C2)C3)c(OC)c1OC (configuration not stated),0.3,-30,10
COCCCNC(=O)COc1ccc(-c2nccc(-c3ccccn3)n2)cc1,0.3,-17,25
NC(=O)C1CCN(C(=O)CN2C(=O)c3ccccc3S2(=O)=O)CC1,-0.3,9,-1
CCOC(=O)C1(Cc2ccccc2Cl)CCN(Cc2csc(C(C)=O)c2)CC1,-1.3,-35,10
CCn1c(SCC(=O)N2CCc3ccccc32)nnc1-c1c[nH]c2ccccc12,0.2,-13,31
CCN(CC)C(=O)c1[nH]cnc1C(=O)Nc1ccc(Cl)cc1,-0.7,5,0
O=C(NCc1ccco1)C1CC(=O)N(c2ccc(Cl)cc2)C1 (configuration not stated),-2.3,-18,8
CC(=O)N1CCC(=NNS(=O)(=O)c2ccc(C)c([N+](=O)[O-])c2)CC1,-3.7,0,22
Cc1ccc(/C=N/Nc2nc(Cl)c(Cl)cc2Cl)s1,-0.3,-13,29
COc1ccc(Cl)cc1-n1c(C)cc(C(=O)O)c1C,-0.3,-2,15
C/C(=N\N1CCN(Cc2ccc(Cl)cc2)CC1)c1ccc(F)cc1,-0.8,-14,5
Cc1cc(C)cc(NC(=O)C(=O)NCCCN2CCCC2=O)c1,-0.1,1,16
CCOc1ccc(CNC(=O)C2CCC(=O)N2C2CCCC2)cc1OC (configuration not stated),-0.2,-14,11
Cc1ccc(NC(=O)N(Cc2ccc3c(c2)OCO3)Cc2cc3cc4c(cc3[nH]c2=O)OCCO4)cc1,-1.6,-34,17
COc1ccc(C2NC(=S)NC3=C2CCc2ccccc23)cc1OC (configuration not stated),-0.2,6,11
CCOC(=O)[C@@H]1[C@H]2COc3ccc(Br)cc3[C@@H]2N2C(=O)N(c3ccc(Br)cc3)C(=O)[C@]12C,0.1,-24,7
CN(Cc1nccs1)C(=O)c1ccc2nc(Cc3ccccc3F)oc2c1,-0.9,-3,-2
O=C(Nc1nc(-c2ccc(-c3ccccc3)cc2)cs1)C1CCCO1 (configuration not stated),-1.1,7,42
CCC(C)[C@H](NC(=O)NCc1ccc(Cl)cc1)C(=O)O (some centres not stated),-0.6,-31,5
CCOC(=O)C1(CCOc2ccccc2)CCN(Cc2cccc(OC)c2)CC1,0.7,-40,13
O=C(CCn1nnc2ccccc21)N/N=C\Cc1ccccc1,-1.2,-17,36
Cc1ccc(N(CN2C(=O)NC(C)(C)C2=O)CN2C(=O)NC(C)(C)C2=O)cc1,-0.6,-37,12
CCOC(=O)c1c(C)oc2c1cc(NS(=O)(=O)c1ccc(C(=O)O)cc1)c1ccccc12,-0.1,-17,-3
COc1ccc(C(=O)NNC(=O)CN2CCC(n3nnc4cc(C(F)(F)F)ccc43)CC2)cc1,-0.6,-16,13
O=C(NC1CCCCC1)c1ccccc1NC(=O)C1CC(=O)N(c2ccccc2)C1 (configuration not stated),-3.1,-28,3
CCOC(=O)CNC(=O)c1cccnc1Oc1ccc(Cl)cc1,0.1,-10,-1
CN(c1ccc(C(=O)Nc2nccs2)cc1)S(=O)(=O)c1ccccc1,-1.9,-15,19
COc1ccc(-c2[nH]ncc2CN(CCO)CC23CC4CC(CC(C4)C2)C3)c(OC)c1,-0.4,-17,6
CSc1ccn(CCC(=O)O)c(=O)n1,-0.2,-2,-1
Cc1nn(-c2ccccc2)c2sc(C(=O)O)cc12,1.2,-20,4
CCC(CC)COC(=O)C(C#N)c1nc2ccccc2nc1N1CCN(CC)CC1 (configuration not stated),1.9,-11,8
CCCS(=O)(=O)Nc1c(OC)ccc2c1c(C(=O)OCC)c(C)n2C,-1.7,-33,31
Cc1ccc(NC(=O)CN(C)C(=O)Cn2c(=O)oc3ccccc32)cc1,-0.4,3,2
CCCCCCN(C(=O)CCCN1C(=O)NC(c2ccc(-c3ccccc3)cc2)C(C(=O)OCc2ccccc2)=C1C)C(C)C(=O)NCCCC (configuration not stated),nt,10,10
COC(=O)C(C)Oc1ccc(-c2nccc(-c3cccs3)n2)cc1 (configuration not stated),1.2,17,62
CN1CCN(C(=O)CN(Cc2ccc(Cl)cc2)S(C)(=O)=O)CC1,-2.5,-8,7
COc1cc(CNC(=O)C2CCCN2S(=O)(=O)c2ccccc2)cc(OC)c1OC (configuration not stated),-0.5,-8,20
Clc1ccc(OCCOCCN2CCCCC2)c(Br)c1,0.4,-28,10
COc1ccc(NC(=O)c2c(N)no[n+]2[O-])c(OC)c1,0.7,22,1
COc1ccc(/C(C)=N/NC(=S)NCCc2ccccc2)c(O)c1,8.2,15,24
O=S(=O)(NCc1ccc(Cl)cc1Cl)c1cccs1,-1.0,-6,3
O=C(COC(=O)c1cccnc1Cl)NCCCc1ccccc1,-1.9,-15,-5
CC(O)/C=C/c1ccc2ccccc2n1 (configuration not stated),-1.5,0,4
N#CCCS(=O)(=O)c1ccc(N)cc1,-0.8,-5,9
O=C(NC(Cc1ccc(O)cc1)C(=O)O)c1ccco1 (configuration not stated),1.1,-10,13

Brought forward from above: 3 compounds, then new ones.
Molecule,STK33 inh,OX1R antag-1,OX1R antag-2
CC(O)/C=C/c1ccc2ccccc2n1 (configuration not stated),-1.5,0,4
N#CCCS(=O)(=O)c1ccc(N)cc1,-0.8,-5,9
O=C(NC(Cc1ccc(O)cc1)C(=O)O)c1ccco1 (configuration not stated),1.1,-10,13
CCOC(=O)/C=C1\SCC(=O)N1CC(=O)N1CCOCC1,-0.2,-11,8
CCOc1ccc2[nH]c(C)c(CN3CCOCC3)c(=O)c2c1,0.5,1,4
C/C(N)=C(/C#N)C(=O)COC(=O)c1ccc(C#N)cc1,-1.2,10,19
COc1ccccc1-c1cnn2c(NCc3ccccc3)cc(C)nc12,-1.1,-29,9
C=CCn1c(SCC(=O)NNC(=S)Nc2ccccc2)nnc1-c1ccccc1,0.9,-12,16
CCOc1ccc(N(CC(=O)N/N=C(\C)c2cccc(NC(C)=O)c2)S(=O)(=O)c2ccccc2)cc1,-0.2,-29,-8
O=C(CC1SC(N2CCOCC2)=NC1=O)Nc1cc([N+](=O)[O-])ccc1Cl (configuration not stated),0.7,-6,26
COc1ccc(N2CCN(C(=O)c3cccnc3)CC2)c([N+](=O)[O-])c1,-0.8,0,29
Cc1ccc(NS(=O)(=O)c2ccc(C(=O)N3CCN(c4ncccn4)CC3)cc2)cc1,0.5,10,37
O=C(NCC1CCCO1)C(c1cccs1)N(Cc1cccs1)C(=O)c1ccc(-c2ccccc2)[nH]1 (configuration not stated),-1.1,-18,14
COc1ccc(C(=O)Nc2nc(-c3ccccc3)c(C(C)=O)s2)c(OC)c1,-0.5,18,67
COc1cc(/C=C/C(=O)Nc2cccc(S(=O)(=O)N3CCOCC3)c2)ccc1OCC#N,0.7,-3,12
O=C(OCc1ccc([N+](=O)[O-])cc1)c1ccc(N2CCCC2)c([N+](=O)[O-])c1,-0.2,1,11
CC(C)n1nc(C(=O)Oc2cccc(Cl)c2Cl)c2ccccc2c1=O,-0.2,-25,13
O=C(NC1CC1)C1CCN(c2ccc(S(=O)(=O)N3CCOCC3)cc2)CC1,nt,0,9
CCCCn1c(N)c(N(CC)C(=O)c2cccc(F)c2)c(=O)[nH]c1=O,1.0,-9,-2
CC(=O)c1cc(CN2CCN(CCc3ccccc3)C(CCO)C2)cs1 (configuration not stated),-0.2,-28,4
CCC(=O)c1cn(CC(=O)Nc2cccc(C)c2C)c2ccccc12,-0.7,-15,-1
CC(=O)c1ccc(OCCCC(=O)Nc2cccc(S(=O)(=O)N3CCCCCC3)c2)cc1,-0.6,3,6
COc1ccc(NS(=O)(=O)c2ccc(C(=O)OC(C)C(=O)N3CCOCC3)cc2)cc1 (configuration not stated),0.0,-3,2
Cc1ccc(Cn2nnc3c(=O)[nH]c(C4CCN(S(=O)(=O)c5ccc(C)cc5)CC4)nc32)cc1,0.3,-37,-1
CCCCc1ccc(NC(=S)N2CCN(C(=O)OCC)CC2)cc1,-1.3,-23,11
OCCC1CN(CCCc2ccccc2)CCN1Cc1ccccc1 (configuration not stated),-0.8,-21,23
O=C(NC(=S)Nc1ccccc1N1CCCC1)c1ccc(F)cc1,1.4,-30,16
CCOC(=O)C1CCCN(CCC(=O)Nc2cccc(F)c2)C1 (configuration not stated),-0.9,-14,12

7 structures out of the list, sorted by molecular weight, highest first.
Molecule,STK33 inh,OX1R antag-1,OX1R antag-2
CCOc1ccc(N(CC(=O)N/N=C(\C)c2cccc(NC(C)=O)c2)S(=O)(=O)c2ccccc2)cc1,-0.2,-29,-8
O=C(NC1CC1)C1CCN(c2ccc(S(=O)(=O)N3CCOCC3)cc2)CC1,nt,0,9
CC(=O)c1cc(CN2CCN(CCc3ccccc3)C(CCO)C2)cs1 (configuration not stated),-0.2,-28,4
O=C(NC(=S)Nc1ccccc1N1CCCC1)c1ccc(F)cc1,1.4,-30,16
OCCC1CN(CCCc2ccccc2)CCN1Cc1ccccc1 (configuration not stated),-0.8,-21,23
CCOC(=O)C1CCCN(CCC(=O)Nc2cccc(F)c2)C1 (configuration not stated),-0.9,-14,12
CCOc1ccc2[nH]c(C)c(CN3CCOCC3)c(=O)c2c1,0.5,1,4

Among those listed so far, 2 contain bromine:
Molecule,STK33 inh,OX1R antag-1,OX1R antag-2
CCOC(=O)[C@@H]1[C@H]2COc3ccc(Br)cc3[C@@H]2N2C(=O)N(c3ccc(Br)cc3)C(=O)[C@]12C,0.1,-24,7
Clc1ccc(OCCOCCN2CCCCC2)c(Br)c1,0.4,-28,10

(next part)
Molecule,STK33 inh,OX1R antag-1,OX1R antag-2
O=C(CN(C(=O)CSc1nc2ccccc2o1)c1cccc(F)c1)NC1CCCCC1,0.9,-23,8
CCC1Oc2ccccc2N(Cc2ccccc2C)C1=O (configuration not stated),-0.6,-36,9
COc1cc2cc3c(N)c(C(=O)Nc4sc(C)c(C)c4C#N)sc3nc2cc1OC,2.1,-7,8
c1ccc(Cn2nnc3c(N4CCOCC4)ncnc32)cc1,0.3,-8,7
Cn1nc(C(=O)Nc2ccc(Cl)cc2)cc1C(=O)Nc1ccc(Cl)cc1,-0.2,-5,2
Cc1oc(-c2ccc(Cl)cc2)nc1CS(=O)CC(=O)NCc1ccco1 (configuration not stated),-0.3,-23,1
CCOC(=O)c1oc2cccc(O)c2c1CN(Cc1ccccc1)C(C)=O,-0.8,-12,3
CCOC(=O)C1=NN(c2cccc(C)c2)C2(S1)SC(C(C)=O)=C(C)N2c1ccccc1 (configuration not stated),-1.1,-34,13
COC(=O)c1c(NC(C)=O)csc1C,0.1,-13,0
CCOc1ccccc1C(=O)N[C@H](C(=O)Nc1nc2c(s1)CCCC2)C(C)C,-0.3,-49,17
COc1ccc(CN2CCN(C(=O)Cn3nc(C)n4cccc4c3=O)CC2)c(OC)c1OC,0.0,-22,4
Cc1ccc(C(=O)NCCOC23CC4CC(CC(C4)C2)C3)cc1,-0.7,-17,9
Cc1ccccc1S(=O)c1ccccc1C(=O)O (configuration not stated),0.9,-6,10
CN(Cc1ccccc1F)C(=O)CCNC(=O)c1ccc(C(C)(C)C)cc1,-0.5,-3,10
O=C(COc1ccc(C(=O)c2ccccc2)cc1)Nc1cccnc1,-3.2,8,18
Cc1ccccc1OCc1nnc(SCc2nc3ccccc3c(=O)[nH]2)n1C,-0.7,-23,11
O=C1c2ccccc2C(=O)N1CC1c2ccccc2CCN1C(=O)CN1CCOCC1 (configuration not stated),0.0,-38,39
CCC(=O)Nc1cc(C(=O)OCc2ccc(C(=O)Oc3ccccc3)cc2)ccc1C,-0.6,-10,22
Cc1cc(C)nc(SCC(=O)O)n1,-0.5,-2,17
O=C(CSc1nc2ccccc2n1S(=O)(=O)c1ccccc1)N1CCCCC1,-0.6,-22,20
Cc1cccc(NS(=O)(=O)c2ccc(Oc3ccccc3)cc2)n1,-1.0,-7,8
CC1(C)Cc2c(sc3c2c(=N)n(Cc2ccco2)c(=O)n3Cc2ccccc2)CO1,-1.6,-33,36
CCSc1nnc(SCC(=O)NNC(=O)c2ccccc2F)s1,-0.4,2,3
COc1cc(CNc2nc3ccccc3n2C)cc(OC)c1OC,0.0,-14,6
C/C(=C\COc1cc(=O)[nH]c2ccccc12)CCC(O)C(C)(C)O (configuration not stated),-1.2,-9,11

Quoted from the listing.
`Cc1ccc(C(=O)NCCOC23CC4CC(CC(C4)C2)C3)cc1` – OX1R antag-2: 9
`O=C(CN(C(=O)CSc1nc2ccccc2o1)c1cccc(F)c1)NC1CCCCC1` – STK33 inh: 0.9
`CCOC(=O)c1oc2cccc(O)c2c1CN(Cc1ccccc1)C(C)=O` – OX1R antag-2: 3
`COc1cc2cc3c(N)c(C(=O)Nc4sc(C)c(C)c4C#N)sc3nc2cc1OC` – STK33 inh: 2.1
`CN(Cc1ccccc1F)C(=O)CCNC(=O)c1ccc(C(C)(C)C)cc1` – OX1R antag-1: -3
